# VIM-2 inh: VIM-2 metallo-beta-lactamase inhibitors, primary screen, biochemical, epi-absorbance readout, Pseudomonas aeruginosa enzyme; inhibition, % at 5.6 µM; purified VIM-2, nitrocefin hydrolysis, epi-absorbance fluorescence; 290,000 compounds, 0.89% hits;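 active means inhibition above the mean of all tested compounds plus 3 SD, cutoff set per screening run, cut at about 7.5% in these data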;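 further: red hydrolysis product quenches plate fluorescence so inhibitors raise well fluorescence; 0% = enzyme with DMSO and 100% = DMSO without enzyme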
# SUMO HTRF inh: inhibitors of in vitro SUMOylation cascade, primary screen, biochemical, HTRF, uHTS; SUMO-conjugating enzyme UBC9 (Homo sapiens), P63279; HTRF SUMOylation assay, SAE1/SAE2 + UBC9; inhibition, % at 35 µM; 290,000 compounds, 0.36% hits; AID 2006, 2009; in the data active means inhibition above about 50%, passing the limit was not always enough; further: strong numbers were not always called active
# Target sequence (P63279 whole entry, looked up): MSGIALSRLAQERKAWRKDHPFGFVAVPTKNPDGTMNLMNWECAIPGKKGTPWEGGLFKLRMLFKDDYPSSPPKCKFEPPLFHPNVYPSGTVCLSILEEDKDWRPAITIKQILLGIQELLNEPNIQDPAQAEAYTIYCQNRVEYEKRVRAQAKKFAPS
# CRFBP-R2 block: antagonists of CRF-BP/CRF-R2 complex, primary screen, cell-based, HEK293, calcium dye fluorescence, uHTS; 350,000 compounds, 0.59% hits; CRF-induced calcium fluorescence; inhibition, % at 11.8 µM;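 active means inhibition of the ligand-induced calcium signal above about 50% at the single tested concentration, limit read from the data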
# IDE act: human IDE activators in live cells, primary screen, fluorescence polarization, HEK cells, FAbeta-B substrate | FAbeta-B cleavage; 0% vehicle, 100% cell-free pure enzyme wells | activation, % at 5.96 µM | 340,000 compounds, 0.073% hits | Insulin-degrading enzyme (Homo sapiens), P14735;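 active means activation above the mean of all tested compounds plus 3 SD, set per screening campaign, cut at about 17% in these data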
# IMP-1 inh: IMP-1 metallo-beta-lactamase inhibitors, primary screen, biochemical, epi-absorbance readout, Pseudomonas aeruginosa enzyme | 290,000 compounds, 0.45% hits | purified IMP-1, nitrocefin hydrolysis, epi-absorbance fluorescence | inhibition, % at 5.6 µM;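 active means inhibition above the mean plus 3 SD of all compounds in the same screening run, cut at about 4.5% in these data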;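 further: 0% = IMP-1 with DMSO and 100% = DMSO wells lacking enzyme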
#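 Material – recombinant IMP-1 enzyme, purified · Amount – IMP-1 0.2 nM before substrate addition · Medium – HEPES buffer pH 7.1 with ZnSO4 and Brij 35 · Timing – 25 °C, 15 min preincubation, 25 min reaction · Measured by – plate fluorescence quenching by hydrolysis product, ex 480/em 530 nm · Read-out – percent enzyme inhibition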
# GalR3 antag: GalR3 antagonists in HEK293 cells, primary screen, cell-based, fluorescence readout; HEK293 GalR3-CNG cAMP membrane potential fluorescence; galR3 body fused to GalR1 C-terminus; inhibition, % at 3 µM; 360,000 compounds, 0.44% hits; AID 651719, 2012;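 active means inhibition above the screen-wide average plus 3 SD, cut at about 13% in these data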;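 further: forskolin and galanin both at EC90 stimulate the cells; cAMP rise reported by CNG channel membrane potential dye signal; 0% = forskolin plus galanin with DMSO and 100% = forskolin alone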
# Target sequence (O60755 1-299 limits assumed): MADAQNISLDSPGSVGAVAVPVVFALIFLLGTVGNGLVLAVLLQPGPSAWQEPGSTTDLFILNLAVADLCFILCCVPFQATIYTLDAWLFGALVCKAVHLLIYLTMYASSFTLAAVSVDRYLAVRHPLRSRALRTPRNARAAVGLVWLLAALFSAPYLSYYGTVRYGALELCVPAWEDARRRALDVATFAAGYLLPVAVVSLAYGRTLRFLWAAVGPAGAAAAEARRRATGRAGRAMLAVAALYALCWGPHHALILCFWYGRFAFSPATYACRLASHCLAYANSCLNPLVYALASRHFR
# pCIP destab: p/CIP-EGFP fusion destabilizers, primary screen, fluorescence, F442A cells; 290,000 compounds, 0.01% hits; AID 1984, 2009; 16 h; decrease of EGFP signal, % at 10 µM; Q05BA5;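 active means EGFP signal decrease of at least 30% at 10 µM or well 3 SD below plate mean, unless failing retest; inactive means the rest, including hits failing retest or dose response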; further: some compounds called inactive have numbers as strong as hits; many of its hits are not listed in these tables
# IDE inh: human IDE inhibitors in live cells, primary screen, fluorescence polarization, HEK cells, FAbetaB substrate | Insulin-degrading enzyme (Homo sapiens), P14735 | FAbetaB cleavage | inhibition, % at 5.59 µM | 320,000 compounds, 0.41% hits | AID 434962, 2010;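 active means percent inhibition above the average of all tested compounds plus 3 SD, set per screening campaign, cut at about 16% in these data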;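 further: IDE supplied by intact live HEK cells; FP after avidin binding of uncleaved biotin substrate so inhibition keeps polarization high; 0% = DMSO wells and 100% = 60 µM reference IDE inhibitor Ii1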
# NS3 helicase inh: inhibitors of HCV NS3 helicase, primary screen, biochemical, Cy5 molecular beacon fluorescence. inhibition, % at 10.9 µM. NS3 helicase DNA unwinding. 290,000 compounds, 0.56% hits;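 active means inhibition above the mean of all tested compounds plus 3 SD, set per campaign, cut at about 35% in these data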;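 further: 0% = DMSO wells and 100% = thioflavine S control wells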
#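 System: NS3 helicase fragment of HCV / Schedule: 1 h at 25 °C / Control set: DMSO alone as 0% and 110 µM thioflavine S as 100% / Reagent: Cy5/quencher beacon DNA duplex and ATP to start / Technique: Cy5 fluorescence / Replication: singlicate / Evaluation: % inhibition of end-to-start signal ratio versus controls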
# * = called active by the depositor; · = not tested or not shown.
item	SMILES	VIM-2 inh	SUMO HTRF inh	CRFBP-R2 block	IDE act	IMP-1 inh	GalR3 antag	pCIP destab	IDE inh	NS3 helicase inh
1	S=C(NCCc1ccccc1)Nc1ccc(Br)cn1	-3.4	2	-13	3	-3.1	-4	-19	0	1
2	CCOC(=O)C1CCCN(C(=O)COC(=O)c2ccc(C#N)cc2)C1 (centres undefined)	-1.8	11	6	-3	-1.0	-4	7	2	8
3	CCOC(=O)C(C)Oc1ccc(OCc2ccccc2)cc1 (centres undefined)	-3.4	-7	15	4	-6.0	1	-4	4	2
4	Cc1ccc2c([N+](=O)[O-])c(C)ccc2n1	0.1	0	-2	3	-2.2	-3	0	2	4
5	Clc1ccc(-c2cnnc(-c3ccccn3)n2)cc1	·	·	-7	2	·	-6	·	-4	·
6	CC(C)(C)c1ccc(COC(=O)Nc2ccc(F)cc2)cc1	0.4	-10	-18	-2	-3.7	-2	-7	-7	-3
7	CC(=O)Nc1cccc(/C(C)=N/NC(=O)c2ccc(Cl)cc2Cl)c1	-2.8	4	-6	9	0.0	-1	2	-5	-5
8	CCC(CC)c1nnc(NC(=O)C2CC(=O)N(c3ccc4c(c3)OCCO4)C2)s1 (centres undefined)	-2.3	-3	-1	-3	-0.8	4	-15	-1	4
9	CCOC(=O)CNC(=O)N1CCCC(C(=O)c2ccccc2SC)C1 (centres undefined)	-0.7	-6	-14	-3	-1.2	-1	6	1	-10
10	COC(=O)c1cccc(C(=O)Nc2ccc(C)cc2Br)n1	-1.2	5	-3	-7	-1.5	-5	8	4	6
11	CCn1c(C(O)c2cc(OC)c(OC)c(OC)c2)nc2ccccc21 (centres undefined)	0.1	-4	7	6	-2.7	-7	-3	1	-1
12	Cc1cc(C)n2ncc(C(=O)Nc3cccc(O)c3)c2n1	-1.1	0	-14	1	-4.0	8	6	4	1
13	COc1ccc(O)c(C(=O)c2cnc3nc4ccccc4n3c2)c1	-6.1	12	7	5	-4.1	22*	-1	15	19
14	O=C(Cc1ccccc1)NC(=S)Nc1ccc2oc(-c3ccccc3)nc2c1	-2.5	-12	·	·	-4.9	-2	-4	-6	4
15	CN(C)c1nc2ccc(OCCN3CCCCC3)cc2s1	0.5	7	0	1	-2.5	-6	-3	-3	3
16	CCO[C@H]1OC(C(=O)NCc2ccccc2)=C[C@@H](c2coc3ccccc3c2=O)[C@@H]1CCCO	-2.0	-4	-5	5	-0.5	-3	11	-1	2

# Looked up by structure from above (3):
item	SMILES	VIM-2 inh	SUMO HTRF inh	CRFBP-R2 block	IDE act	IMP-1 inh	GalR3 antag	pCIP destab	IDE inh	NS3 helicase inh
14	O=C(Cc1ccccc1)NC(=S)Nc1ccc2oc(-c3ccccc3)nc2c1	-2.5	-12	·	·	-4.9	-2	-4	-6	4
16	CCO[C@H]1OC(C(=O)NCc2ccccc2)=C[C@@H](c2coc3ccccc3c2=O)[C@@H]1CCCO	-2.0	-4	-5	5	-0.5	-3	11	-1	2
9	CCOC(=O)CNC(=O)N1CCCC(C(=O)c2ccccc2SC)C1 (centres undefined)	-0.7	-6	-14	-3	-1.2	-1	6	1	-10

# The list goes on:
item	SMILES	VIM-2 inh	SUMO HTRF inh	CRFBP-R2 block	IDE act	IMP-1 inh	GalR3 antag	pCIP destab	IDE inh	NS3 helicase inh
17	Cc1ccccc1NC(=O)CC1C(=O)Nc2ccccc2N1CC(=O)N(C)C1CCS(=O)(=O)C1 (centres undefined)	·	·	1	5	·	0	·	-4	·
18	CC1CN(c2ccc([N+](=O)[O-])c(NCCOc3ccccc3)c2)CCN1 (centres undefined)	-0.1	8	-73	3	2.4	-6	-7	-2	-61
19	CN1C(=O)C(/C(N)=N/NC(=O)c2ccccc2)C2CC1(C)Oc1ccccc12 (centres undefined)	-0.3	-12	14	6	-3.0	-1	8	3	11
20	CN1CCN(CCCNC(=O)Nc2cccc3ccccc23)CC1	-1.6	10	2	0	-0.6	1	0	5	-8
21	Cc1ccc(S(=O)(=O)N2CCCCC2)cc1C(=O)OC1CCCCC1=O (centres undefined)	·	·	22	-1	·	-5	·	-1	·
22	O=C(NCC1(c2ccccc2)CCCC1)c1ccco1	-0.4	12	-4	3	0.1	-8	-30	0	-7
23	CCOC(=O)C1C(=O)NC(c2ccccc2)=NC1c1ccccc1 (centres undefined)	0.8	0	5	6	-0.3	-3	3	-3	10
24	Cc1c(NC(=O)CN2CCN(c3ccc([N+](=O)[O-])cc3)CC2)c(=O)n(-c2ccccc2)n1C	-0.8	-9	8	4	-2.9	-4	-4	-5	3
25	CC(=O)Nc1ccc(Oc2ccc(NC(C)=O)c(NC(C)=O)c2)cc1	-1.9	11	0	5	-2.3	-4	5	2	-4
26	COc1ccc(NC(=O)c2oc3ccccc3c2NC(=O)C2CCCO2)cc1OC (centres undefined)	-0.5	22	13	2	0.2	-2	-4	-4	-3
27	COC(=O)c1ccccc1-n1cccc1C(=O)NP(=O)(N1CCOCC1)N1CCOCC1	-0.7	-7	-9	6	-2.6	0	-2	-1	-2
28	C/C(=N\N=C(N)N)c1ccc(C)c(C)c1	-0.8	16	-3	1	-0.7	-7	-18	0	-5
29	O=C(Nc1cc(S(=O)(=O)N2CCOCC2)ccc1N1CCCCC1)c1ccccc1	·	·	1	-1	·	-2	·	4	·
30	CCN(CC)S(=O)(=O)c1ccc(Oc2ccccc2)cc1	-2.4	-6	1	0	-3.2	-6	-8	-2	-2
31	Cc1ccc(C)c(NC(=O)CCC(=O)N/N=C/c2cccnc2)c1	-0.7	-5	-2	-1	-0.1	-1	-4	·	15
32	O=C(N/N=C/c1c(Nc2cccc(C(F)(F)F)c2)nc2ccccn2c1=O)c1ccccc1	-2.9	0	·	·	-0.9	·	-1	·	-15
33	O=C(Nc1cccc(F)c1)/C(=C\c1ccco1)NC(=O)c1cccs1	0.9	21	-16	1	-0.7	-6	-1	2	11
34	C(=N\c1nc2ccccc2n1CCN1CCCCC1)/c1cccs1	-2.8	10	15	4	-8.1	-2	-9	4	-1
35	O=c1cc(C(F)F)oc2c1ccc1ccccc12	1.2	6	1	0	-2.0	-3	-7	5	9
36	CCOC(=O)c1[nH]c(C)c(C(=O)N2CCc3ccccc32)c1C	-2.2	-6	-1	1	-3.1	-3	-19	4	3
37	CN(C)c1ccc(C=Nc2cnn(C)c2C(N)=O)cc1	-4.6	20	7	-1	-3.9	7	-11	1	-6
38	Cc1ccc(NS(=O)(=O)c2c(C)ccc3nsnc23)c([N+](=O)[O-])c1	0.1	-2	2	-1	-0.2	-4	2	0	7
39	O=C(NCc1ccccc1)C(=O)Nc1nc(-c2ccccc2)cs1	-2.7	2	-6	6	-1.6	-3	7	3	-7
40	O=C(Cc1ccccc1)NCC(=O)N1CCCCC1	-3.7	1	-1	10	-2.9	3	4	-4	8
41	Cc1ccc(C)c(N2CCN(C(=O)c3cc4ccccn4n3)CC2)c1	-6.0	4	-84	6	-3.5	·	-8	-3	14
42	CCOC(=O)C1CCN(c2nc(-c3ccc(Br)cc3)nc3ccccc23)CC1	1.8	-15	4	3	-1.2	2	8	1	1
43	Cn1c(SCC(=O)NCCc2ccc(S(N)(=O)=O)cc2)nc2ccccc2c1=O	-2.3	13	-3	-56	-3.2	-1	-1	41*	4
44	CC(C)C(=O)Nc1ccc(C(=O)N2CCCCCC2)cc1	-2.6	2	35	-1	3.9	-4	-4	-9	6
45	Cn1c(SCC(=O)Nc2ccccc2Br)nnc1-c1cnccn1	-1.2	6	-8	3	-1.8	2	4	4	-2
46	CCOC(=O)c1ccc(Nc2nc(C(=O)OCC)nc3ccccc23)cc1	-0.5	20	-11	-3	-1.8	1	-24	1	7
47	COc1ccc(OC)c(C2C(C(=O)c3ccccc3)=C(C)Nc3nc4ccccc4n32)c1 (centres undefined)	-3.7	7	21	0	-0.3	1	-2	1	-3
48	O=C(Nc1ccc2nccnc2c1)Nc1ccccc1Cl	-6.3	1	3	-4	-4.3	-13	-10	5	17
49	COc1ccc(Cl)c(OC)c1C(=O)NC(=O)Nc1c(F)cc(F)cc1F	-2.0	-6	-6	·	-2.3	-2	-3	-2	-2
50	Cc1cc(C)nc(/N=C(\N)Nc2ccc(S(=O)(=O)Nc3nc(C)cc(C)n3)cc2)n1	-2.0	22	·	·	-2.6	·	-1	4	-2
51	COc1ccccc1OCc1nc(Cc2ccc(Cl)cc2)no1	1.2	12	8	4	0.2	-1	-6	1	-2
52	Cc1occc1-c1nnc(SCC(=O)N2CCOCC2)n1Cc1ccco1	1.6	-6	2	0	1.7	-5	5	4	3
53	NC(=O)C1CCN(CC(O)CSc2ccccc2)CC1 (centres undefined)	-0.5	17	-1	7	-1.0	-5	-9	-4	21
54	Cc1ccc(S(=O)(=O)Cc2ccc(C(=O)N3CCN(Cc4ccccc4)CC3)o2)cc1	1.6	15	·	-3	-3.2	-2	-18	1	2
55	O=C(Cn1cc(C(F)(F)F)ccc1=O)N1CCCc2ccccc21	·	·	6	1	·	-5	·	5	·
56	COc1cc(C)ccc1OCc1cc(C(=O)NC(C)Cn2cncn2)no1 (centres undefined)	-1.0	4	9	1	-1.0	-3	7	-1	2
57	CC(=O)c1c(N)n(C)c(=O)n(C)c1=O	0.9	19	1	-2	-3.7	1	-9	5	-1
58	COc1cccc(NC(=O)c2ccc(NCCCN3CCC(C)CC3)c([N+](=O)[O-])c2)c1	-1.3	4	-3	2	0.8	-4	1	3	-7
59	NC(=O)/C=C/C(=O)Nc1ccc(Cl)cc1	-3.9	-2	-18	-4	-2.3	-3	1	8	9
60	COc1cc(C(=O)Nc2ccccc2-c2nnn(CC(N)=O)n2)cc(OC)c1OC	-2.1	12	10	3	-6.0	-6	6	-1	4
61	COc1ccc2oc(C(=O)OC(C)C(=O)Nc3ccc(N4CCOCC4)cc3)c(C)c2c1 (centres undefined)	·	·	-3	3	·	4	·	-3	·
62	CCc1[nH]nc2c1C(c1cccnc1)C(C#N)=C(N)O2 (centres undefined)	-1.1	-2	-8	0	-6.8	-1	-3	2	2
63	COc1ccc(NC(C)=O)cc1NC(=O)CN1CCN(CC(=O)Nc2ccc(Cl)cc2)CC1	-3.0	-12	-10	2	0.8	4	-1	-4	-2
64	NS(=O)(=O)c1ccc(CNC(=O)c2ccc(S(=O)(=O)NCc3ccco3)cc2)cc1	·	·	0	5	·	-3	·	-2	·
65	CCOc1ccc(N2C(=O)CC(N(Cc3ccco3)C(=O)CC)C2=O)cc1 (centres undefined)	-1.8	24	-1	3	-1.5	-3	-8	0	4

# Compound activity from PubChem.
